High-throughput results: PubChem BioAssay, National Center for Advancing Translational Sciences (NCATS)
TSHR antagonist: human thyrotropin receptor antagonism; P16473; TSHR-expressing cells, TSH-stimulated cAMP HTRF, 2 h; active compounds read low; activity change, negative = inhibition, % at 11.5 µM; 330,000 compounds, 0.2% hits; AID 504810;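 active = activity change below a set negative limit, meaning inhibition stronger than a set level, cut at about -70% in these data; inconclusive = activity change between two set negative limits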; note: % is set by controls: 0 for no effect and ±100 for the full control effect
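TSHR-expressing cells were treated with compounds, then stimulated with TSH at EC80 (4nM final) for 2 hours at 37 deg C. Cellular cAMP was measured by HTRF competition between lysate cAMP and cAMP-d2 for a cryptate-labelled anti-cAMP antibody.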
KCNH2 3.1 inh: KCNH2 3.1 (human) potassium channel inhibition | U2OS KCNH2 3.1, thallium flux FluxOr; active compounds read low | activity change, % (tested at about 1.8 µM) | 340,000 compounds, 0.95% hits;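 active = maximum activity change below -70%; inconclusive = maximum activity change from -70% to -50%; inactive = maximum activity change above -50%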;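 note: thallium influx rate constant from kinetic fluorescence after stimulation buffer; % is set by controls: 0 for no effect and ±100 for the full control effect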
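Channel expression came from 3.1 mutant virus (1.77 x 10^8 /mL) applied to suspended U2OS cells for 4 h. Flux was tracked with FluxOr dye plus Red40 quencher, and kinetic rate constants normalized to controls.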
TRPV1 ag: agonists of human vanilloid receptor 1 (TRPV1); TRPV1-expressing cells, Fluo-8 calcium influx, agonist mode; activation, % at 8.33 µM; 320,000 compounds, 0.19% hits; AID 540275; in the data active = activation above about 80%; inconclusive = between about 30% and that limit; note: 0% is about no effect
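TRPV1-expressing cells were cultured overnight at 35.5C and loaded with Fluo-8 calcium dye for 40 to 90 min at room temperature. After a 10 s baseline, compound was added and calcium influx was read kinetically for 3 min (ex 480/em 520 nm).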
A-T KAP1 phos: candidate therapy for ataxia-telangiectasia | […] A-T fibroblasts, KAP-1 phosphorylation AlphaLISA; neocarzinostatin DNA damage 30 min before lysis | Potency, µM (titrated, usually from 57.5 µM), for the others: at the highest dose activation, actives largely listed as activators | 320,000 compounds, 0.19% hits | AID 485349; note: potency is the fitted concentration of half-maximal effect; % of control where 0% means no effect; nearly all actives have a fitted effect of over 45% in size
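ATM-like activity read as KAP-1 phosphorylation via AlphaLISA donor/acceptor antibody pairs after lysis and 6 hr at 25C. Cells were ATM-null patient fibroblasts ([…], hTERT), dosed 60 min, then exposed to the DSB inducer NCS for 30 min.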
Mito fusion act: inhibitors of mitochondrial division or activators of mitochondrial fusion. S. cerevisiae fusion-defective mutant growth rescue, CellTiterGlo 48 h. Potency, µM (series often up to 46.1 µM), for the others: at the top dose growth rescue (activation), most hits filed as activators. 320,000 compounds, 0.23% hits. AID 485298;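 note: potency is the fitted concentration of half-maximal effect; % of control where 0% means no effect; nearly all actives have a fitted effect of over 45% in size; temperature-sensitive fusion mutants such as fzo1-1 at 37 °C on non-fermentable ethanol glycerol medium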
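Luminescent cell viability in 1536-well qHTS format served as the measure of rescued growth in ts fusion-mutant S. cerevisiae cultured on non-fermentable YPEG for 48 hours at 37C.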
TCR activator: activators of T cell receptors; 330,000 tested, under 10 active; primary human leukocytes, anti-CD3, IL-2 HTRF, 48 h; Potency, µM (highest dose often 9.22 µM), for inactives: at the highest dose activation of IL-2 secretion, most hits filed as activators; note: % of control where 0% means no effect
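IL-2 release read by HTRF sandwich (Eu cryptate donor, d2 acceptor, 665 nm emission) after 48 hr exposure of primary human leukocytes to compound together with anti-CD3 beads in the absence of co-stimulatory signals.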
USP2a block: USP2a (human) protease inhibition; AID 463254; USP2 core, Ub-CHOP2 coupled fluorogenic reporter, 485/531; O75604; 330,000 compounds, 0.01% hits; Potency, µM (titrated, usually from 38.3 µM), for the others: at the highest dose activity change, negative = inhibition, most hits filed as inhibitors;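 note: potency is the fitted concentration of half-maximal effect; plate controls were DMSO wells for no effect and full inhibition by NEM control for full effect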
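USP2 core (10nM final) preincubated 30min RT with compound in 20mM Tris-HCl pH 8.0, 2mM CaCl2, 2mM beta-mercaptoethanol, 0.05% CHAPS; 25nM Ub-CHOP2 plus 25nM reporter substrate added, fluorescence (Ex485/Em531) read after 60min.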
ELG1 DNA repair: inhibitors of ELG1-dependent DNA repair in HEK293T cells | HEK293T ELG1-luciferase reporter, luminescence, 16 h; DNA damage induced by 5-fluorouridine | 330,000 compounds, 2.3% hits | Potency, µM (titrated, usually from 46.1 µM), for inactives: at the top dose activity change, negative = inhibition, most hits filed as inhibitors; note: potency is the fitted concentration of half-maximal effect; % is set by controls: 0 for no effect and ±100 for the full control effect; nearly all actives have a fitted effect of over 55% in size
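5-Fluorouridine DNA damage + compound/DMSO, 2,000 cells/well, 16 h, 37 °C/5% CO2. ONE-Glo, 30 min RT, luminescence. Readout = decrease in reporter signal.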
Eya2 inh: Eya2 (human) phosphatase inhibition. O00167. recombinant Eya2, OMFP fluorescence dephosphorylation (OMFP is methylfluorescein phosphate). Potency, µM (titrated, usually from 76.9 µM), for the others: at the top dose activity, negative = inhibition, hits mostly inhibitors. 330,000 compounds, 0.006% hits; note: potency is the fitted concentration of half-maximal effect; % is set by controls: 0 for no effect and ±100 for the full control effect
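Eya2 (0.2 uM) preincubated 10 min at ambient with compound, then OMFP substrate added at 50 uM; 10 min reaction in 50 mM HEPES pH 7.5, 50 mM NaCl, 5 uM MgCl2, 0.05% BSA, 1 mM DTT. Fluorescence read at Ex 485/Em 525 nm.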
hERG WT inh: inhibitors of human wildtype KCNH2 potassium channel; AID 720551; activity change, % at 1.84 µM; 340,000 compounds, 0.37% hits; U2OS, BacMam KCNH2, thallium flux FluxOr; active compounds read low;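 active = maximum activity change below -70%; inconclusive = maximum activity change between -70% and -50%; inactive = maximum activity change above -50%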; note: % is set by controls: 0 for no effect and ±100 for the full control effect
Target sequence (Q12809 whole entry, looked up): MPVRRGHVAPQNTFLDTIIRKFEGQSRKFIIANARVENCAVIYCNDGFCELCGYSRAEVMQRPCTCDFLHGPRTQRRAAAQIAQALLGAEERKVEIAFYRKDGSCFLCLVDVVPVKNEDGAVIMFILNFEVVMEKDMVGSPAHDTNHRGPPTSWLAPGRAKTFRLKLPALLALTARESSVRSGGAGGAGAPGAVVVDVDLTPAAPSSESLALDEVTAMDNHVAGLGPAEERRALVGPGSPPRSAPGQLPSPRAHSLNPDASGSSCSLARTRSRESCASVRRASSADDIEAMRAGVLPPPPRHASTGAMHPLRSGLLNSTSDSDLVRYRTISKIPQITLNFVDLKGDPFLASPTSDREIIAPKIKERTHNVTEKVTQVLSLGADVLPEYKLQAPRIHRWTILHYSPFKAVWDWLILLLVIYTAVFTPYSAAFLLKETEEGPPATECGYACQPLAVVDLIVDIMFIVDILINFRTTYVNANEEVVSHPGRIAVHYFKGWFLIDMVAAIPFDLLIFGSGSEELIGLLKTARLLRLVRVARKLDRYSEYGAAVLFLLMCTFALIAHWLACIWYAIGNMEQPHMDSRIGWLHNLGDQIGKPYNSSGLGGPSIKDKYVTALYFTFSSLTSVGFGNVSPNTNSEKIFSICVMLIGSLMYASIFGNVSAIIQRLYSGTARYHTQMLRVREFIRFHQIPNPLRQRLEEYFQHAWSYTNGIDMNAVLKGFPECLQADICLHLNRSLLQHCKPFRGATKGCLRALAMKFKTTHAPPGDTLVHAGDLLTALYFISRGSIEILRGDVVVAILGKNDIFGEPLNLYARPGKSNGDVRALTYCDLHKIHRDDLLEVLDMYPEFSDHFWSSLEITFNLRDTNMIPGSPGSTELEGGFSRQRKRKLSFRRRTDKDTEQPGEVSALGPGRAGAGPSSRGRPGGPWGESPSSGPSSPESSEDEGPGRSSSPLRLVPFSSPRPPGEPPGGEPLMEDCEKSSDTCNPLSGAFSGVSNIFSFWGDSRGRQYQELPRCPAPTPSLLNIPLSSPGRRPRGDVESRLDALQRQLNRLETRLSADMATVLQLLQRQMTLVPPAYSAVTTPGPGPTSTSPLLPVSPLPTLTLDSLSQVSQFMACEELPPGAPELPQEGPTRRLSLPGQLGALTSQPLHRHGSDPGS
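U2OS cells transduced with wild-type KCNH2 virus are loaded with FluxOr dye for 45 min, and thallium flux is measured in kinetic reads before and after stimulation buffer. Rate constants are normalized to DMSO controls.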
Starred values were filed as active, the others as inactive; ? = inconclusive; nt = not tested or not shown; & = joins results of further samples; [ ] = remark or other dose. Unless noted, calls come from the whole dose curve; as a rule, active = well fitted curve in the direction sought with a large enough effect; inconclusive = small, poorly fitted or top-dose-only effect, or another doubt; inactive = no such curve, though single readings can be large; an effect the other way counts as inactive or inconclusive. The list is partial. The share of hits here may be higher or lower than overall.

SMILES	TSHR antagonist	KCNH2 3.1 inh	TRPV1 ag	A-T KAP1 phos	Mito fusion act	TCR activator	USP2a block	ELG1 DNA repair	Eya2 inh	hERG WT inh
O=c1c2ccccc2nc(-c2ccccc2Cl)n1-c1ccc(O)cc1	3	-6	?	-10%	-2%	1%	1%	-10%	5%	-4
CCCNC(=O)N1[C@H]2CC[C@@H]1C(C(=O)OC)=C(c1ccc(C(C)=O)cc1)C2	-6	-11	1	-3%	-4%	-9%	0%	-2%	-3%	13
CCC1(CC)C(=O)C=CNC1=O	12	30	-1	6%	-3%	2%	1%	7%	14%	-10
CCNc1nc(Cl)nc(NC(C)C)n1	6	13	0	4%	-2%	3%	-2%	23%	8%	12
Clc1ccc(OCC#CCN2CCOCC2)cc1	-10	-9	-1	2%	-1%	-30%	0%	?	3%	-6
Cc1cc(C)c(S(=O)(=O)NCC2CCC(C(=O)N3CCC4(CC3)OCCO4)CC2)c(C)c1 (centres undefined)	-11	-3	0	2%	1%	nt	0%	5%	2%	6
O=C1NC(=S)N(c2ccc(F)cc2)C(=O)/C1=C/c1ccccc1O	1	11	-2	11%	7%	-18%	0%	?	-5%	27
CC(=O)O[C@@H]1CC[C@]2(C)C3CC[C@@]4(C)C(C[C@@H](O)[C@@H]4O)C3[C@@H](OC(C)=O)C[C@H]2C1 (some centres undefined)	-2	-4	nt	0%	nt	-2%	4%	-13%	-6%	2
Cc1ccsc1C(=O)C1CCCN(Cc2cnn(C)c2)C1 (centres undefined)	-1	12	-1	3%	-3%	0%	0%	3%	5%	11
C/C=C/c1ccc2c(c1)OCO2	10	10	-7	?	5%	-5%	-1%	1%	34%	-10
COc1cccc(C2CCN(CC(=O)Nc3cc(Cl)ccc3OC)CC2O)c1 (centres undefined)	19	-1	-2	33%	?	3%	2%	-17%	0%	11
CN(C)c1cccc2c(C#N)ccc(N(C)C)c12	-10	6	-1	-12%	-11%	11%	-1%	-4%	-3%	14
O=C(Nc1ccc(F)cc1)N1CC2CC(C1)c1cccc(=O)n1C2 (centres undefined)	6	-10	1	-7%	5%	nt	-1%	14%	-7%	1
Cc1c(OCC(F)(F)F)ccnc1CS(=O)c1nc2ccccc2[nH]1 (centres undefined)	-16&-2&-2	7	3&20	-14%	?	2%	0%&1%	?	3%&-3%&-17%	-3
Cc1ccc2c(c1)CCCN2N=O	-1	2	-7	2%	-5%	5%[46.1 µM]	1%	-1%	-7%	12
COC(=O)C1=C(c2ccc(-c3ccccc3)c(F)c2)C[C@@H]2CC[C@H]1N2C(=O)NCCNC(C)=O	-11	-16	9	-9%	-9%	2%	0%	-14%	-19%	8
Cc1ccc(-n2c(O)c(/C=N/c3ncc(Br)cc3Br)c(=O)[nH]c2=O)cc1	9	18	-2	3%	3%	-55%	2%	-3%	8%	7
OC1/C(=C/c2ccccc2C(F)(F)F)N2CCC1CC2 (centres undefined)	6	2	4	3%	-6%	nt	1%	7%	-7%	-12
CNC(=O)OCc1n(C)cc[n+]1C	11	17	-5	-2%	-27%	0%[46.1 µM]	1%	-3%	3%	31
O=c1c2ccccc2nc(-c2ccc(Cl)cc2Cl)n1-c1ccncc1	6	1	1	0%	2%	0%	3%	-19%	2%	-6
COC(=O)C1=C(c2ccccc2OCc2ccccc2)C[C@@H]2CC[C@H]1N2C(=O)NCc1ccc([N+](=O)[O-])cc1	-18	-1	21	1%	?	-1%	3%	-20%	4%	-9
CN1CCCN(C(=O)COc2ccc(F)cc2F)CC1	14	28	0	1%	0%	3%	1%	7%	7%	32
COc1ccc(C(=O)c2sc3nc(C)cc(-c4cccs4)c3c2N)cc1OC	-5	-8	17	13%	?	?	4%	?	15%	1
Cc1cnc(-n2c(=S)[nH]c3ccccc3c2=O)s1	8	-26	1	3%	-11%	-3%	-1%	?	0%	2
COC(=O)C(O)(c1c(C)[nH]n(-c2ccccc2)c1=O)C(F)(F)F (centres undefined)	0	2	0	-2%	-3%	-3%	2%	-11%	14%	5
O=C(c1ccccc1[N+](=O)[O-])N1CCC2(CC1)OCCO2	2	-11	-6	1%	0%	nt	0%	-3%	11%	-1
O=[N+]([O-])c1cc([As](=O)(O)c2ccc(O)c([N+](=O)[O-])c2)ccc1O	4	14	-8	-1%	2%	-1%	3%	2%	0%	1
CCC(=NCCCO)c1c(O)n(-c2ccc(OC)cc2)c(=O)[nH]c1=O	-3	-6	5	3%	-1%	5%	1%	8%	10%	5
C=CCn1c(O)c(C(C)=NCCC2=CCCCC2)c(=O)[nH]c1=O	2	-1	9	0%	0%	1%	3%	-9%	14%	36
CN1CCN(c2ccc([N+](=O)[O-])c(SCCO)c2)CC1	-8	-11	-1	-2%	3%	-6%	2%	-7%	-12%	2
Cc1ccc(C(=O)N[C@@H](C)CN2C3=NC[C@H](Cc4ccccc4)N3C[C@H]2Cc2ccc(O)cc2)cc1Br	-7	-12	-2	-22%	-14%	-2%	-3%	-13%	-4%	-85*
CN1CCN(Cc2cc(=O)n3ccsc3n2)CC1	-7	-81*	0	14%	1%	-7%	4%	-6%	-4%	6
C[C@]12CCC3C(C1CCC2=O)[C@H](O)C[C@H]1C[C@@H](O)CC[C@]31C (some centres undefined)	6	-4	nt	14%	nt	-4%	1%	10%	-1%	6
O=c1[nH]c(=O)n(CCC2=CCCCC2)c(O)c1C=NCc1cccnc1	12	1	1	6%	3%	4%	0%	5%	-7%	7
O=C1CN=C(c2ccc(Br)cc2)c2c(sc3c2CCCC3)N1CCN1CCCCC1	-4	-44	27	7%	-7%	-1%	-4%	?	-3%	-6
O=C(N/N=C1/CN2CCC1CC2)c1cc2ccccc2cc1O	-1	-12	-6	4%	1%	-2%	0%	6%	13%	4
N[C@@H](Cc1c[nH]c2ccccc12)c1nnc(SCc2ccc(F)cc2)o1	3	-2	21	-1%	-4%	0%	-6%	1%	-8%	1
COP(=O)(OC)c1nc(-c2cccc3ccccc23)oc1N1CCCCC1	-4	1	?	22%	7%	3%	0%	?	4%	1
COC(=O)C1=C(c2ccc(C(C)=O)cc2)C[C@@H]2CC[C@H]1N2C(=O)NCCNC(C)=O	5	21	2	-2%	-5%	4%	3%	?	1%	15
CC(C)(C)C(=O)c1cn(CC(=O)NCc2ccco2)c2ccccc12	5	3	7	3%	-2%	1%	8%	?	-7%	-10

Single entries from the entries so far.
Under TSHR antagonist, O=c1[nH]c(=O)n(CCC2=CCCCC2)c(O)c1C=NCc1cccnc1 reads 12
Under hERG WT inh, C/C=C/c1ccc2c(c1)OCO2 reads -10

Additional results follow.
SMILES	TSHR antagonist	KCNH2 3.1 inh	TRPV1 ag	A-T KAP1 phos	Mito fusion act	TCR activator	USP2a block	ELG1 DNA repair	Eya2 inh	hERG WT inh
C=CCn1c(O)c(C=Nc2ccc(N(CC)CC)cc2)c(=O)[nH]c1=O	-16	3	21	-15%	-6%	nt	-1%	?	-12%	-9
COc1cc(CN=C(C)c2c(O)n(C3CCCCC3)c(=O)[nH]c2=O)cc(OC)c1	-7	-3	nt	3%	9%	0%	0%	?	-1%	-3
COc1cc(-c2ccc(N)c(OC)c2)ccc1N	-8	16	-1	-11%	-3%	10%	0%	?	-16%	-9
CCCC[N+]1(C)C2CC(OC(=O)C(CO)c3ccccc3)CC1C1OC12 (centres undefined)	6	8	0	19%	16%	-16%	-3%	-6%	16%	-8
O=C(c1cc(S(=O)(=O)N2CCC3(CC2)OCCO3)ccc1F)N1CCC2(CC1)OCCO2	6	-6	0	0%	-2%	8%	1%	-7%	4%	1
N/C(=N\N=C\c1ccc(O)cc1O)N[N+](=O)[O-]	22	1	-1	-1%	1%	nt	4%	7%	22%	4
COc1ccnc(N=CNOCc2ccc(C)cc2)c1C#N	5	-25	11	nt	2%	-2%	4%	?	-11%	1
Cn1c(O)c(/C=C2\C=Nc3ccccc32)c(=O)n(C)c1=O	26	14	-1	0%	-1%	nt	0%	4%	4%	-9
COc1ccc(Cn2c(O)c(C=NCCN3CCOCC3)c(=O)[nH]c2=O)cc1	8	-2	-5	-5%	0%	-7%	1%	-12%	-6%	-1
CCN(CC)C(=O)c1ccc(NC(=O)c2cccc(S(=O)(=O)N3CCN(C)CC3)c2)cc1	-1	-8	4	10%	0%	-6%	1%	0%	0%	-24
CN1C(=O)C(=Cc2c(OCc3cnc(Cl)s3)ccc3ccccc23)C(=O)N(C)C1=O	-6	12	?	11%	2%	-4%	-9%	-2%	-15%	-10
O=C(CN1CC=C(c2ccccc2)CC1)NC(=O)NCc1ccccc1	4	-5	13	-1%	1%	0%	-1%	17%	3%	-11
